Source: PubChem (several laboratories)
UGM FP inh – blocks M. tuberculosis UGM enzyme | AID 504406 | P9WIQ1 | inhibition, % at 10 µM | purified UGM, fluorescence polarization probe displacement | hit rate 0.06% among 320,000; in the data active = inhibition above about 10%, passing the limit was not always enough; inconclusive = no clear call, values can overlap the other calls
MazEF act – activators of E. coli MazEF toxin-antitoxin RNase | AID 504720 | activation, % at 20 µM | hit rate 0.32% among 350,000 | FAM/BHQ RNA-DNA oligo cleavage fluorescence, 5 h; in the data active = activation above about 50%
Target sequence (P0AE70 whole entry, looked up): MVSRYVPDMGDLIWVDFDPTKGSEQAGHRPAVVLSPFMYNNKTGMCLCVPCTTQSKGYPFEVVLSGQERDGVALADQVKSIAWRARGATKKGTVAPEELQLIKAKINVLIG
GDH-TPI inh – counter-screen for M. tuberculosis FBA inhibitors: GDH-TPI coupled enzymes; GDH-TPI coupled enzyme counterscreen, NADH absorbance; inhibition, % at 4.8 µM; hit rate 1.2% among 360,000;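 also: 0% = DMSO wells and 100% = wells lacking the enzyme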
FBA Mtb inh – inhibitors of M. tuberculosis fructose-bisphosphate aldolase; P9WQA3; purified M. tuberculosis FBA, fluorescence read-out; inhibition, % at 1 µM; hit rate 2.3% among 360,000; AID 588726; in the data active = inhibition above about 27%;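 also: 0% = vehicle and 100% = reference inhibitor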
Target sequence (P9WQA3 whole entry, looked up): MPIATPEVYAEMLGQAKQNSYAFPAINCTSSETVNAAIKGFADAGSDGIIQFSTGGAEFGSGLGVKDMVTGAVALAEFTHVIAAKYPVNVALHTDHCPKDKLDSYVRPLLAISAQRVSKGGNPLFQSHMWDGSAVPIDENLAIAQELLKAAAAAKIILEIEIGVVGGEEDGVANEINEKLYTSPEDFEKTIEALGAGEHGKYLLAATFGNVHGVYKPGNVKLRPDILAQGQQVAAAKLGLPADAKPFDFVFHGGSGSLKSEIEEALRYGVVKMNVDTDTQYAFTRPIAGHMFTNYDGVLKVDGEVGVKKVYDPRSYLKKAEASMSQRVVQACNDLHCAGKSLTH
FadD28 FP inh – blocks FadD28 binding to the bisubstrate probe; fluorescence polarization; inhibition, % at 12.5 µM; hit rate 0.22% among 360,000; AID 588549; in the data active = inhibition above about 8.5%, passing the limit was not always enough; inconclusive = no clear call, values can overlap the other calls
Rv3671c inh – Rv3671c (M. tuberculosis) protease inhibition. AID 2606. inhibition, % at 5.96 µM. hit rate 0.048% among 320,000. P9WHR9; in the data active = inhibition above about 38%;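 also: extracellular domain of Rv3671c used as enzyme; 0% = enzyme with DMSO and 100% = no enzyme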
BoNT-F LC inh – BoNT F light chain protease inhibition | inhibition, % at 10 µM | AID 588497 | Multiplex microsphere protease cleavage assay, flow cytometry | hit rate 0.22% among 360,000; in the data active = inhibition above about 35%, passing the limit was not always enough; inconclusive = no clear call, values can overlap the other calls; also: plate controls were buffer without enzyme for full effect and enzyme alone for no effect
CCHFV vOTU inh – CCHFV vOTU protease inhibition | Pep-AMC fluorescence | hit rate 0.55% among 370,000 | AID 651958 | inhibition, % at 11.5 µM; also: 0% = vehicle wells with enzyme and 100% = no enzyme wells
DUSP3 inh – blocks human VHR1 dual specificity phosphatase. P51452. recombinant VHR phosphatase, pNPP absorbance. inhibition, % at 13.3 µM. hit rate 0.52% among 290,000. AID 1654; in the data active = inhibition above about 50%; also: some compounds called inactive have numbers as strong as hits
Target sequence (P51452 whole entry, looked up): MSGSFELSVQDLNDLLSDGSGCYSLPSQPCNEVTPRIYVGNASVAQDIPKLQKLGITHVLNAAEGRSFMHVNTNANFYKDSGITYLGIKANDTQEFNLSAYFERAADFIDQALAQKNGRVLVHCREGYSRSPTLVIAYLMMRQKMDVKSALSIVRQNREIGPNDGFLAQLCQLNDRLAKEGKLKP
BioA inh – BioA (M. tuberculosis) enzyme inhibition; inhibition, % at 9.99 µM; AID 602481; purified M. tuberculosis BioA enzyme, plate reader; hit rate 0.096% among 360,000; in the data active = inhibition above about 40%; inconclusive = no clear call, values can overlap the other calls
* = called active by the depositor; u = inconclusive; x = not tested or not shown; + = active, no number. Rule as the data show it, unless noted: active = inhibition above about 30%; inactive = the rest. Compounds were not picked by outcome; any-hit rate near 4.9%.

nr	Molecule	UGM FP inh	MazEF act	GDH-TPI inh	FBA Mtb inh	FadD28 FP inh
1	CCO[C@@H]1OC(C(=O)NC2CC2)=C[C@H](C2CCCCC2)[C@H]1CCCO	-2.7	9	4	-1	-2.6
2	Cc1cccc(NC(=S)NCC(c2cccnc2)N(C)C)c1C (stereo not drawn)	-1.3	2	-4	-3	-1.1
3	Cc1nc2cc3ccccc3cc2n1C	0.4	6	13	8	0.2
4	COc1ccc(-c2ccc(OC)c([C@H]3[C@H]4C=CC[C@@H](C)[C@@H]4C(=O)N3Cc3ccccc3)c2)cc1OC	4.1	-6	0	4	0.6
5	CCOC(=O)c1c(C)c(C(=O)NCCc2ccccc2)c(C)n1C	-4.5	-1	3	3	-0.9
6	Cc1cc(C(=O)CSc2nnc(Nc3ccccc3F)s2)c(C)n1CC1CCCO1 (stereo not drawn)	x	0	11	-2	-1.2
7	CCOc1ccc(NC(=O)C2CC(=O)N(CCc3ccccc3)C2)cc1OC (stereo not drawn)	3.2	4	7	8	0.0
8	CCN(CC)c1ccc(C=Nc2ccccc2C)c(O)c1	-0.9	4	37*	2	-3.9
9	COc1ccc(-c2cc(-c3cc(C)ccc3O)[nH]n2)cc1	5.5	17	-4	1	-8.7
10	CCOc1ccc(NC(=O)C(CC)NC(=O)c2ccccc2CO)cc1 (stereo not drawn)	-3.2	2	2	2	1.1
11	O=C(COc1ccc(Br)cc1)N1CCN(S(=O)(=O)/C=C/c2ccccc2)CC1	-1.8	14	-4	-6	-3.8
12	COc1cc(CNC(C)c2ccccc2)cc(Br)c1OCc1ccccc1 (stereo not drawn)	1.8	1	9	4	-3.6

nr	Rv3671c inh	BoNT-F LC inh	CCHFV vOTU inh	DUSP3 inh	BioA inh
1	0	-8	-6	x	-0.1
2	-1	0	6	-18	-0.8
3	-7	-3	-16	1	x
4	-5	-3	17	0	0.5
5	9	-3	-9	22	x
6	x	-8	1	-9	-0.5
7	-3	7	5	x	9.1
8	6	19	22	2	-1.1
9	-8	-3	16	20	x
10	-6	-8	7	16	-1.9
11	4	-1	-9	17	x
12	4	-43	8	13	-1.4

Brought forward from above: 2 compounds; new compounds follow.
nr	Molecule	UGM FP inh	MazEF act	GDH-TPI inh	FBA Mtb inh	FadD28 FP inh
11	O=C(COc1ccc(Br)cc1)N1CCN(S(=O)(=O)/C=C/c2ccccc2)CC1	-1.8	14	-4	-6	-3.8
12	COc1cc(CNC(C)c2ccccc2)cc(Br)c1OCc1ccccc1 (stereo not drawn)	1.8	1	9	4	-3.6
13	Cn1ncc(Br)c1C(=O)Nc1ccc(Cl)cn1	2.0	-3	21	-2	0.6
14	CCOc1cc(N2CCOCC2)c(OCC)cc1NC(=O)CSc1cccc[n+]1[O-]	1.0	0	5	5	0.1
15	O=C(Cn1cnc2ccccc2c1=O)c1ccc(Br)cc1	-3.2	-32	4	2	1.4
16	O=C(COC(=O)C1CCCC1)Nc1cccc(Cl)c1Cl	2.4	2	9	-1	-0.7
17	CCn1c(SCC(=O)Nc2nc3ccc(C)cc3s2)nc2c(c1=O)SC(C)C2 (stereo not drawn)	0.3	2	14	1	-4.2
18	COCCNC(=S)N1CCN(Cc2ccc3c(c2)OCO3)CC1	1.2	9	2	-2	-0.9
19	COc1cccc(/C=C2/C(=O)NN(c3ccc(F)cc3)C2=O)c1	0.1	-4	4	-3	2.1
20	O=S(=O)(NCC1CCCO1)c1cccc(C(F)(F)F)c1 (stereo not drawn)	2.2	3	-4	-3	-1.2
21	O=C(c1sc2cccc(Cl)c2c1Cl)N1CCN(CCc2ccccn2)CC1	2.3	-3	-4	2	-2.7
22	CC(=O)c1c(C)n(C)c2ccc(OC(=O)c3ccco3)cc12	-3.8	8	11	1	1.0
23	Fc1cccc(Cc2c(C3CCCCC3)nc3ccc(Br)cn23)c1	x	x	x	-1	-7.4
24	CCOCCn1c(CN2CCN(c3ccccc3)CC2)nc2c1c(=O)n(C)c(=O)n2C	-0.9	6	-3	0	-0.8

nr	Rv3671c inh	BoNT-F LC inh	CCHFV vOTU inh	DUSP3 inh	BioA inh
11	4	-1	-9	17	x
12	4	-43	8	13	-1.4
13	-5	2	-15	24	-2.9
14	-6	4	9	-2	2.1
15	2	-2	13	22	-2.3
16	-2	-8	4	x	-1.2
17	-54	-10	x	-16	2.2
18	-2	u	5	15	9.5
19	x	-3	11	9	3.1
20	-3	-4	6	14	0.4
21	-3	1	15	7	5.1
22	0	-11	2	-1	-2.8
23	x	-21	5	x	-1.3
24	0	5	2	x	0.7

Taken from above:
cpd 18 @ DUSP3 inh = 15
cpd 13 @ FBA Mtb inh = -2
cpd 22 @ Rv3671c inh = 0
cpd 24 @ BioA inh = 0.7

New compounds follow
nr	Molecule	UGM FP inh	MazEF act	GDH-TPI inh	FBA Mtb inh	FadD28 FP inh
25	N#CCCC12CCCCC1=Nc1ccccc12 (stereo not drawn)	0.4	2	6	0	-0.4
26	Cc1cc(C)cc(NC(=O)NN2C(C)CCCC2C)c1 (stereo not drawn)	-0.9	6	-2	-1	-1.9
27	COCCNC(=O)COC(=O)/C=C/c1cnc2ccccc2n1	3.4	-2	11	1	-1.5
28	CCN(CC)c1nc2ccccc2nc1C(C#N)C(=O)NCCc1ccccc1 (stereo not drawn)	3.0	+	2	7	-3.6
29	COc1cccc(NC(=O)Nc2cc(C)ccc2F)c1	-2.1	7	5	-2	-3.7
30	CCCOC(=O)c1ccc(NC(=O)CC(C)(C)C)cc1	-4.6	-22	4	1	-2.2
31	COC(=O)C1=C[C@@H](C(=O)OC)[C@@H]2C3=C(C(=O)[C@@]2(C)NC(=O)c2ccccc2)[C@H](C)C(C(=O)OC)=C(C(=O)OC)[C@@H]3C1	-0.3	5	-11	0	-1.6
32	Cc1cccc(NC(=O)CN2C(=O)N/C(=C/c3cc(C)n(C)c3C)C2=O)c1	x	9	3	4	0.5
33	COc1ccccc1CNC(=O)C(C)Oc1ccccc1 (stereo not drawn)	-2.5	3	-8	3	-2.3
34	O=C(Nc1ccc(F)cc1)c1ccc2c(c1)S(=O)(=O)N=C1CCCCCN12	-0.2	13	8	0	-1.8
35	CCCCCCCc1ccc(-c2ccc(O)cc2)nc1	0.7	-2	4	10	-0.8
36	O=C(NC1CCCc2ccccc21)C1CCC(CNS(=O)(=O)c2cccc3nsnc23)CC1 (stereo not drawn)	0.3	6	-8	0	0.3

nr	Rv3671c inh	BoNT-F LC inh	CCHFV vOTU inh	DUSP3 inh	BioA inh
25	5	2	-10	23	x
26	9	5	-1	-8	x
27	-4	9	-14	30	-1.4
28	-5	0	-7	6	-1.6
29	-1	-3	0	22	-0.7
30	-6	7	10	22	x
31	3	0	-9	x	9.6
32	x	-16	1	5	x
33	2	u	-7	2	-0.2
34	-3	5	0	x	3.0
35	-2	1	6	-8	x
36	-2	-9	-3	-6	1.3

Nothing new here: an excerpt of the list.
nr	Molecule	UGM FP inh	MazEF act	GDH-TPI inh	FBA Mtb inh	FadD28 FP inh
32	Cc1cccc(NC(=O)CN2C(=O)N/C(=C/c3cc(C)n(C)c3C)C2=O)c1	x	9	3	4	0.5
33	COc1ccccc1CNC(=O)C(C)Oc1ccccc1 (stereo not drawn)	-2.5	3	-8	3	-2.3
34	O=C(Nc1ccc(F)cc1)c1ccc2c(c1)S(=O)(=O)N=C1CCCCCN12	-0.2	13	8	0	-1.8
35	CCCCCCCc1ccc(-c2ccc(O)cc2)nc1	0.7	-2	4	10	-0.8
36	O=C(NC1CCCc2ccccc21)C1CCC(CNS(=O)(=O)c2cccc3nsnc23)CC1 (stereo not drawn)	0.3	6	-8	0	0.3

nr	Rv3671c inh	BoNT-F LC inh	CCHFV vOTU inh	DUSP3 inh	BioA inh
32	x	-16	1	5	x
33	2	u	-7	2	-0.2
34	-3	5	0	x	3.0
35	-2	1	6	-8	x
36	-2	-9	-3	-6	1.3

(further entries)
nr	Molecule	UGM FP inh	MazEF act	GDH-TPI inh	FBA Mtb inh	FadD28 FP inh
37	COC(=O)CCC(=O)c1oc2ccccc2c1NC(=O)CCCN1C(=O)c2ccccc2C1=O	4.0	5	11	-3	-1.5
38	COc1ccc(C(=O)NC2CCN(C(=S)Nc3cccc(C)c3)CC2)cc1	-1.3	-3	4	4	0.9
39	Fc1ccc(F)c(CNc2ncnc3cc(Cl)ccc23)c1	-2.8	6	-2	2	-4.0
40	CC(C)Cc1nnc(NC(=O)CSc2nc(-c3ccccc3)cc(=O)[nH]2)s1	0.1	-6	1	0	-3.0
41	Cc1cccc2c1cnn2C(=O)Nc1ccc(Br)cc1F	0.1	1	4	-1	0.8
42	COc1ccc(/C=C2\CCCC3C2=NN(C(=O)c2scnc2C)C3c2ccc(OC)cc2)cc1 (stereo not drawn)	-1.0	-1	15	1	-1.2
43	COc1ccccc1Nc1cc(C(=O)NCc2cccnc2)c2ccccc2n1	-1.4	1	10	19	-1.9
44	CCOC(=O)c1[nH]c2ccccc2c1NC(=O)CN1CCCCC1	-1.8	0	9	3	-2.8
45	Cc1cc(C)nc(SCC(=O)Nc2ccc3c(c2)OCO3)n1	-3.9	5	0	1	0.7
46	CCN(CC)CCNC(=O)c1cn(CCOC)c(=O)c2c1c1ccccc1n2C	1.1	11	17	25	-3.6
47	Cc1ccc(NC(=O)c2ccc(NS(=O)(=O)c3cccc4cccnc34)cc2)cc1	0.2	7	-5	1	-3.6
48	Brc1ccccc1C1N=C(c2ccccc2)NO1 (stereo not drawn)	-1.6	0	-4	-3	-0.3
49	COc1cccc(C=Nc2ccccc2C(=O)Nc2nccs2)c1OC	0.7	-1	6	68*	-1.1
50	CCCCOc1ccccc1NC(=O)CC1SC(=NCC)N(CC)C1=O (stereo not drawn)	-2.0	3	-1	0	-1.1
51	Cc1ccc(-n2nc3cc(C)c(NC(=S)NC(=O)/C=C/c4ccco4)cc3n2)cc1	-0.4	-6	11	-1	-0.9

nr	Rv3671c inh	BoNT-F LC inh	CCHFV vOTU inh	DUSP3 inh	BioA inh
37	-2	-15	8	16	-2.7
38	-7	-1	-5	14	-1.1
39	2	17	-7	12	0.7
40	-2	-2	12	8	x
41	3	-16	0	40	-4.0
42	-6	2	-12	10	x
43	4	-3	8	-23	x
44	5	-19	10	10	0.4
45	-4	5	15	25	17
46	-9	25	-33	33	0.3
47	-23	21	x	x	-2.5
48	6	-7	3	46	-0.2
49	-3	-15	-37	15	-0.8
50	-5	-15	8	14	0.0
51	-14	4	-2	20	x

Structures from the list above containing two or more sulfur atoms (4):
nr	Molecule	UGM FP inh	MazEF act	GDH-TPI inh	FBA Mtb inh	FadD28 FP inh
6	Cc1cc(C(=O)CSc2nnc(Nc3ccccc3F)s2)c(C)n1CC1CCCO1 (stereo not drawn)	x	0	11	-2	-1.2
17	CCn1c(SCC(=O)Nc2nc3ccc(C)cc3s2)nc2c(c1=O)SC(C)C2 (stereo not drawn)	0.3	2	14	1	-4.2
36	O=C(NC1CCCc2ccccc21)C1CCC(CNS(=O)(=O)c2cccc3nsnc23)CC1 (stereo not drawn)	0.3	6	-8	0	0.3
40	CC(C)Cc1nnc(NC(=O)CSc2nc(-c3ccccc3)cc(=O)[nH]2)s1	0.1	-6	1	0	-3.0

nr	Rv3671c inh	BoNT-F LC inh	CCHFV vOTU inh	DUSP3 inh	BioA inh
6	x	-8	1	-9	-0.5
17	-54	-10	x	-16	2.2
36	-2	-9	-3	-6	1.3
40	-2	-2	12	8	x
